STK33 inh = inhibitors of purified STK33 kinase, primary screen, biochemical, ADP-Glo luminescence, homogeneous, cell-free | Serine/threonine-protein kinase 33 (Homo sapiens), Q9BYT3 | MBP phosphorylation | inhibition, % at 10 µM | 0.073% of 320,000 active | AID 2661, 2010;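 active means inhibition at or above 25%, using the most active replicate where run in duplicate; inactive means inhibition below 25%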
Target sequence (Q9BYT3 whole entry, looked up): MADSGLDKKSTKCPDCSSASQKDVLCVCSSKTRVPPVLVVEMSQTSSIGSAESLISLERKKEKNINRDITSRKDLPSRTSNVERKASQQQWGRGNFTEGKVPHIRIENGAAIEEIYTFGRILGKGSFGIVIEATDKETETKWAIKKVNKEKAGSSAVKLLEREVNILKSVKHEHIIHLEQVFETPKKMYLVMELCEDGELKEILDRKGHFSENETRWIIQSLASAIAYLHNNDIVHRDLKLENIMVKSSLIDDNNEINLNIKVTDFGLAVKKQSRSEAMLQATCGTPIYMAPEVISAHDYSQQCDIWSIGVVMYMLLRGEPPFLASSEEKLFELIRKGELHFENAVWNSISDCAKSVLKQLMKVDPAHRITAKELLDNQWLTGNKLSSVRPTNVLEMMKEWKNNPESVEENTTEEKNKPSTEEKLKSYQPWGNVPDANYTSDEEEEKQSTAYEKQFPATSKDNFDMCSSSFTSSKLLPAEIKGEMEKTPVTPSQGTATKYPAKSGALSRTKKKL
OX1R FRET antag = antagonists of human orexin 1 receptor (OX1R); Orexin/Hypocretin receptor type 1 (Homo sapiens), O43613; inhibition, % at 6.6 µM; AID 485270, 2010; OX1R-expressing cells, FRET antagonist read-out; 1.8% of 330,000 active; in the data active means inhibition mostly above about 38%, no sharp cut-off; inactive means mostly below about 40%;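 further: 0% = agonist challenge alone and 100% = reference antagonist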
Target sequence (O43613 whole entry, looked up): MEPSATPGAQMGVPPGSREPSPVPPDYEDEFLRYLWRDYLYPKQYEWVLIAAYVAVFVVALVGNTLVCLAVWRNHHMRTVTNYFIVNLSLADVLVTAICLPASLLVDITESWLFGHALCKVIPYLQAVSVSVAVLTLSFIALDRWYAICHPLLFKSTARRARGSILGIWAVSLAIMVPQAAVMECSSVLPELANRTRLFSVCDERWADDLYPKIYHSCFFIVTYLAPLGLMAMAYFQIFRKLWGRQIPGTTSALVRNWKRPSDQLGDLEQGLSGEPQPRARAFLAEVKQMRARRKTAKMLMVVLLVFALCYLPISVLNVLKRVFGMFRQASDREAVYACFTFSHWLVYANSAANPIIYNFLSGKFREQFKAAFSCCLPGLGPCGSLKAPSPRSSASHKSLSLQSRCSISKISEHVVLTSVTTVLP
Active calls of the source: *; / = no result given.

A first look (7 entries):
SMILES	STK33 inh	OX1R FRET antag
C=C(C)COc1ccc(-c2ncncc2-c2ccccc2)c(O)c1	-0.8	-5
COc1cccc(C2CCCN2Cc2nc(CC3CC3)no2)c1 (stereo unspecified)	2.3	49
O=C(Nc1ccc(Br)c(Cl)c1)C1CC1	0.5	21
CCOC(=O)Cn1c(Br)nc2c1c(=O)[nH]c(=O)n2C	-1.7	3
COc1ccc(NC(=O)CN2CCc3ccccc3C2)c([N+](=O)[O-])c1	-2.6	22
CC(C)(OC1OC(CO)C(O)C(O)C1O)[C@H]1Oc2ccc3ccc(=O)oc3c2[C@H]1O (stereo partly specified)	0.5	28
O=C(Oc1cccc2cccnc12)c1cccc(N2C(=O)C3C4CCC(C4)C3C2=O)c1 (stereo unspecified)	-2.2	7

The list itself, from the first entry:
SMILES	STK33 inh	OX1R FRET antag
C=C(C)COc1ccc(-c2ncncc2-c2ccccc2)c(O)c1	-0.8	-5
COc1cccc(C2CCCN2Cc2nc(CC3CC3)no2)c1 (stereo unspecified)	2.3	49
O=C(Nc1ccc(Br)c(Cl)c1)C1CC1	0.5	21
CCOC(=O)Cn1c(Br)nc2c1c(=O)[nH]c(=O)n2C	-1.7	3
COc1ccc(NC(=O)CN2CCc3ccccc3C2)c([N+](=O)[O-])c1	-2.6	22
CC(C)(OC1OC(CO)C(O)C(O)C1O)[C@H]1Oc2ccc3ccc(=O)oc3c2[C@H]1O (stereo partly specified)	0.5	28
O=C(Oc1cccc2cccnc12)c1cccc(N2C(=O)C3C4CCC(C4)C3C2=O)c1 (stereo unspecified)	-2.2	7
CCOc1cc(CN2CCN(c3cccc(C(F)(F)F)c3)CC2)ccc1OC	-0.4	0
Cc1ccc(NC(=O)CCSc2nnc(C)o2)cc1	-0.2	37
COc1nc(NCc2cccnc2)nc(NC2CCCCC2)n1	-3.5	5
COC(=O)c1cnn2c3c(c(C)nc12)CCCC3	-1.2	9
COc1ccc(NC(=O)CSCC(=O)N(C)CC(=O)Nc2ccc(Cl)c(C(F)(F)F)c2)cc1	0.6	41
Cc1c(NC(=S)NC(=O)c2ccccc2Cl)c(=O)n(-c2ccccc2)n1C	-0.1	6
CCOc1nc2ccccc2nc1NS(=O)(=O)c1ccccc1	-3.3	8
CCCCNC(=O)CSc1nnc(Cc2ccccc2)n1CC	-3.5	15
CN(C)S(=O)(=O)c1ccc(C(=O)Nc2ccccc2OC(F)(F)C(F)F)cc1	-2.1	8
Cc1ccsc1/C=N/n1c(-c2ccco2)n[nH]c1=S	-6.7	20
Cc1onc(-c2c(F)cccc2Cl)c1C(=O)OCC(=O)Nc1c(C)n(C)n(-c2ccccc2)c1=O	-2.0	1
Cc1c(OC(C)C(=O)NC(Cc2c[nH]c3ccc(O)cc23)C(=O)O)ccc2c1oc(=O)c1ccccc12 (stereo unspecified)	-1.7	13
Nc1ccc(N2CCCCCC2)cc1	0.3	16
COc1ccccc1NC(=O)N1CCc2[nH]c3ccc(Cl)cc3c2C1	-3.8	35
CCCCCn1c(=O)[nH]c2cc(C(=O)NCCCN3CCCCC3)ccc2c1=O	-1.0	20
COc1cc(OC)c(OC)cc1CN1CCN(c2ccc(F)cc2)CC1	-0.3	15
COc1ccc(C(=O)Nc2ccc(Cl)cc2C(=O)N2CCCC(C)C2)cc1 (stereo unspecified)	-1.1	-6
CCOc1ccc(-c2nnc3ccc(SCC(=O)Nc4nc5ccc(C)cc5s4)nn23)cc1	1.1	6
COc1ccc(NC(=O)CN2CCN(C3c4ccccc4-c4ccccc43)CC2)cc1	-0.4	9
CC(=O)N1CCN(Cc2nc3cc(NC(=O)COc4cccc(C)c4)ccc3n2C)CC1	0.0	9
COC(=O)c1ccc(COc2cccc3c2OC(C)(C)C3)cc1	0.2	13
Cn1c(=O)c2c(nc(CN3CCN(C(=O)c4ccco4)CC3)n2CC(N)=O)n(C)c1=O	-1.0	30
CN(C)S(=O)(=O)Oc1cccc(C(=O)Nc2ccc([N+](=O)[O-])cc2)c1	0.5	30
O=C(CS(=O)(=O)c1ccccc1)N1CCCCC1	-4.4	10
CC1(C)CC(=O)C(C=N)=C(O)C1	0.5	10
CC(=O)c1ccc(OCC(=O)N2CCN(S(=O)(=O)c3ccc(C)cc3C)CC2)cc1	0.3	15
CCN(C(=O)CSc1nnc(-c2c[nH]c3ccccc23)n1C1CC1)C1CCS(=O)(=O)C1 (stereo unspecified)	-1.3	4
CCCOc1ccc(-c2nc(C#N)c(N3CCc4ccccc4C3)o2)cc1	-0.4	4
Cc1cccc(OCCC(=O)Nc2c(C)n(C)n(-c3ccccc3)c2=O)c1	-1.7	3
C=CCn1c(SCC(=O)NCC2CCCO2)nc2scc(-c3ccco3)c2c1=O (stereo unspecified)	-0.9	3
CC(C)(C)C(=O)OC/C(N)=N/OC(=O)c1ccc(Cl)c(Cl)c1	-0.3	1
Cc1cc(=O)n2c(-c3ccccc3C)n[nH]c2n1	-0.4	19
CNC(=S)NCCC(c1ccccc1)c1ccccc1	0.2	13
NC(=O)NC(=O)CSc1ccccc1	0.0	4
C[C@]12c3[nH]c4cc(-c5ccco5)ccc4c3CCN1C(=O)[C@@H](CC(=O)NCC13CC4CC(CC(C4)C1)C3)C[C@@H]2C(=O)N1CCCCC1	/	5
C=CCN(c1ccccc1OC)S(=O)(=O)c1ccc(Cl)c(C(=O)Nc2ccc(N3CCOCC3)cc2)c1	-1.0	18
Cc1c(NC(=O)c2cc(-c3ccc(O)cc3)on2)c(=O)n(-c2ccccc2)n1C	-1.9	3
CCCCOc1ccc(C2C(C(=O)c3ccc(C)o3)=C(O)C(=O)N2CC2CCCO2)cc1 (stereo unspecified)	-0.8	11
O=C(COC(=O)c1cccc(C(F)(F)F)c1)NC(=O)NC1CCCC1	0.3	4
O=C(CCC1CCCC1)N[C@@H](Cc1ccc(O)cc1)C(=O)O	-1.4	19
O=C1N/C(=C/c2cccn2-c2ccccc2)C(=O)N1Cc1ccccc1F	-0.1	13

In a second layout: 4 of the compounds above.
CCCCOc1ccc(C2C(C(=O)c3ccc(C)o3)=C(O)C(=O)N2CC2CCCO2)cc1 (stereo unspecified)
  STK33 inh: -0.8
  OX1R FRET antag: 11
Cc1c(NC(=O)c2cc(-c3ccc(O)cc3)on2)c(=O)n(-c2ccccc2)n1C
  STK33 inh: -1.9
  OX1R FRET antag: 3
CC(C)(C)C(=O)OC/C(N)=N/OC(=O)c1ccc(Cl)c(Cl)c1
  STK33 inh: -0.3
  OX1R FRET antag: 1
NC(=O)NC(=O)CSc1ccccc1
  STK33 inh: 0.0
  OX1R FRET antag: 4

Next section
SMILES	STK33 inh	OX1R FRET antag
CC(=O)OCCCCON1C(=O)c2ccccc2C1=O	0.0	41
O=C(NCc1ccc(F)cc1)c1cc2ccccc2o1	1.8	6
COc1ccccc1-c1nnc(NC(=O)c2ccc(S(=O)(=O)N(C)C)cc2)o1	-1.1	1
O=C(NCc1ccco1)C(=O)NCC(c1ccco1)N1CCOCC1 (stereo unspecified)	-2.0	3
O=c1c2cccnc2nc2n1CCCCC2	-0.6	7
COc1cccc(CNS(=O)(=O)c2c(C(=O)N3CCCC3)c(C)n(C)c2C)c1	-0.5	4
Cn1c2c(c(=O)n(C)c1=O)CN(Cc1ccc3c(c1)OCO3)CN2	-3.5	-8
COc1cc(/C(C)=N/NC(=O)Cc2c(C)[nH][nH]c2=O)ccc1O	-1.5	18
O=C(COC(=O)c1ccc(F)c(S(=O)(=O)N2CCOCC2)c1)NCc1ccc(F)cc1	-2.3	7
CCn1nnc2cc(C(=O)N3CCC(C(=O)OC)CC3)ccc21	-1.7	3
Cc1ccc(S(=O)(=O)NCCSc2ccccc2)cc1[N+](=O)[O-]	-1.6	20
Cc1ccc(C(=O)NC(NCC2CCCO2)C(Cl)(Cl)Cl)cc1 (stereo unspecified)	-2.9	0
Cc1ccc(S(=O)(=O)NCC(=O)NCc2cc(=O)n(C)c(=O)n2C)cc1	9.4	20
Cn1cc([N+](=O)[O-])c(C(=O)N/N=C/c2cc3c(cc2Br)OCO3)n1	1.2	19
COc1ccc(S(=O)(=O)N2CCCC(C(=O)NCCN3CCOCC3)C2)cc1C (stereo unspecified)	-1.6	12
Cc1cccc(-n2ncc(C#N)c2N)c1	-1.1	28
Cc1cc(N2CCN(c3nnnn3-c3ccccc3)CC2)n2ncnc2n1	-0.5	6
O=C(N/N=C/c1cccc([N+](=O)[O-])c1)c1ccc2c(c1)OCCO2	-1.0	20
CC1(C)CC(=O)C(C(=S)Nc2ccccc2)=C(NCCN2CCOCC2)C1	-0.7	13
O=C(CN1C(=O)NC2(CCCC2)C1=O)Nc1ccccc1C(F)(F)F	-3.5	17
COc1ccc(C2=NN(C(=O)CSc3cn(C)c4ccccc34)C(c3ccc(OC)cc3)C2)cc1 (stereo unspecified)	-3.4	1
COc1ccc(-c2nc(CS(=O)CC(=O)NCc3ccco3)c(C)o2)cc1 (stereo unspecified)	-0.2	5
Cc1ccccc1NC(=O)c1ccccc1NC(=O)c1cccs1	-0.6	18
Cc1nc(CSc2n[nH]c(=O)n2-c2ccccc2)cs1	-0.3	4
COc1ccc(NC(=O)CSc2nnc(-c3cccs3)n2Cc2ccco2)cc1OC	-2.8	42*
Cc1ccc2oc(C(=O)N(Cc3ccc(N(C)C)cc3)C3CCS(=O)(=O)C3)c(C)c2c1 (stereo unspecified)	-0.5	2
CCOc1ccc(C(=O)NC(C(=O)NCC2CCCO2)C(C)C)cc1 (stereo unspecified)	-0.2	9
CC(C)CC(=O)Nc1nnc(S(=O)(=O)N(C)c2ccc(Cl)cc2)s1	-1.4	-6
COc1ccc(NC(=O)CSc2ccc3c(c2)OCCO3)cc1S(N)(=O)=O	-0.5	0
Cc1ccc(S(=O)(=O)N2CCOCC2)cc1NC(=O)COC(=O)Cn1c(C)csc1=O	-0.9	13
CCOc1ccccc1NC(=O)NC(=O)N(C)S(C)(=O)=O	-0.8	13
Cc1ccc(NC(=O)c2ccc(N3C(=O)C4CC=C(Cl)CC4C3=O)cc2)cc1 (stereo unspecified)	-1.0	15
O=C(CCC(=O)c1cccs1)Nc1ccc(N2CCCCC2)cc1	-1.3	5
Cc1ccc(OC(F)F)c(NC(=O)Nc2cccc(C(F)(F)F)c2)c1	-0.9	46*
[2H]C(CCOS(N)(=O)=O)c1ccc(C(C)(C)C)cc1 (stereo unspecified)	1.2	19
Fc1ccc(Nc2ncnc3sc4c(c23)CCC4)cc1	-2.3	5
COc1cc(NS(=O)(=O)c2ccc(NC(=O)CN3C(=O)c4ccccc4C3=O)cc2)ncn1	0.8	19
O=c1c2ccccc2c(C=NC2CCN(Cc3ccccc3)CC2)c(O)n1Cc1ccc2c(c1)OCO2	-3.6	23
N#C/C(=C(/O)Cc1ccccc1)P(=O)(c1ccccc1)c1ccccc1	0.5	5
O=[N+]([O-])c1cccnc1N/N=C/c1ccccc1O	-0.1	27
COc1ccc(CNC(=O)c2cc(C(=O)C3CC3)c[nH]2)cc1	0.2	19
O=C(Cn1cc([N+](=O)[O-])cn1)N1N=C(C(F)F)CC1(O)C(F)F (stereo unspecified)	-0.6	7
COc1ccc2nc(-c3ccccn3)[nH]c2c1	2.7	9
O=C(NCC1CCCO1)c1ccc2c(c1)N(Cc1ccccc1)C(=O)CS2=O (stereo unspecified)	-2.4	4
COc1cccc(-c2nc(CS(=O)(=O)CC(=O)Nc3c(C)cccc3C)c(C)o2)c1	-0.6	4
CCOC(=O)C1=C(C)NC(C)=C(C(=O)OCC)C1C(=O)OCC(=O)N(CC)C1CCS(=O)(=O)C1 (stereo unspecified)	0.4	9
C#CC1(O)CC(C)N(C)C(C)C1 (stereo unspecified)	-0.5	8
Cc1cc2ncn(C(=O)c3c(-c4ccccc4)noc3C)c2cc1C	-2.2	6
CC(C)Oc1snc(Cl)c1C(N)=O	0.5	11
N#CCSc1nnc2c(Cl)cc(Cl)cn12	-0.5	23
Cc1cc(S(=O)(=O)NCc2ccccc2)ccc1OCC(=O)NCc1ccncc1	-1.0	12
Cc1ccc(/C=C/C(=O)O)cc1S(=O)(=O)N(C)CCO	-2.1	14
CN(Cc1nc(-c2ccccn2)no1)S(=O)(=O)c1ccc(Cl)cc1	-1.8	17
COc1cccc(C2CC(c3ccccc3OC)n3ncnc3N2)c1 (stereo unspecified)	-0.6	11
COc1ccc2oc(C(=O)OCC(=O)N3CCCC3=O)c(C)c2c1	0.6	5
Cc1ccc(CN(C)C(=O)C2CCC(=O)N(C3CCCCCC3)C2)cc1 (stereo unspecified)	-1.8	-1
CSc1cc(-c2ccccc2)n(Cc2ccccc2Cl)c(=O)c1C#N	-1.2	9
CCOC(=O)N1N=C(c2ccccc2)CC1(O)C(C)(F)F (stereo unspecified)	-0.4	2
CCN(NC(=O)C(O)(c1ccccc1)c1ccccc1)C(=O)c1ccccc1	-1.4	4
O=C(Nc1nc(-c2ccco2)c(-c2ccco2)s1)C1CCC1	0.4	58

Random excerpt: two records from the list, in no set order.
SMILES	STK33 inh	OX1R FRET antag
COc1ccc2oc(C(=O)OCC(=O)N3CCCC3=O)c(C)c2c1	0.6	5
N#CCSc1nnc2c(Cl)cc(Cl)cn12	-0.5	23

(continued)
SMILES	STK33 inh	OX1R FRET antag
O=C(COc1ccccc1F)NCc1nc2ccccc2[nH]1	-0.5	4
COc1ccc(CCN(C)CC(=O)Nc2ccc(F)c(Cl)c2)cc1OC	-0.4	12
COc1ccc(CNC(=O)C(NC(C)=O)C(=O)Nc2ccc(OC)cc2)cc1 (stereo unspecified)	-0.4	13
Cc1ccc(NC(=O)CSc2cn[nH]n2)cc1	2.5	20
CCOC(=O)C1(Cc2ccccc2C)CCCN(S(=O)(=O)CC)C1 (stereo unspecified)	-0.2	4
O=C1CCCN1CC(O)CS(=O)(=O)Cc1ccc(Cl)cc1 (stereo unspecified)	-1.2	2
COc1cccc(Sc2nc(-c3ccccc3)ncc2S(C)(=O)=O)c1	-0.5	8
CC1CCN(Cc2c(C(=O)N/N=C/c3ccc(C(C)(C)C)cc3)nnn2-c2nonc2N)CC1	-1.1	-1

Source: PubChem BioAssay (several laboratories)

Not a hit list; any-hit rate near 1.8%.
